# High-throughput results as filed in PubChem BioAssay.
# MEKK2mut PB1 HTS: signal of MEK5 binding to mutant human MEKK2 PB1 domain; bead flow cytometry, Alexa488-MEK5 binding to MEKK2 mutant; percent response, % at 10 µM; hit rate 0.35% among 290,000; AID 1530; in the data active = percent response above about 24%, passing the limit was not always enough; also: inactives centre near 1; some results filed as inactive read as strong as hits; reference of the scale not given here
# PHOSPHO1 block: blocks human PHOSPHO1 phosphatase activity; hit rate 1.1% among 290,000; inhibition, % at 13.3 µM; recombinant PHOSPHO1, absorbance phosphatase assay; Q8TCT1; AID 1565; in the data active = inhibition above about 60%
# PfM18AAP inh: PfM18AAP enzyme inhibition | recombinant PfM18AAP, H-Glu-NHMec fluorogenic cleavage | inhibition, % at 7.35 µM | hit rate 1.2% among 290,000;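 active = inhibition above the campaign mean inhibition over all tested compounds plus 3 SD, cut at about 28% in these data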;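 also: 0% = plate median of test compound wells and 100% = 2 mM ZnCl2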
# OXTR agonist: human OXTR agonism; CHO-OTR cells, Fluo-8 calcium fluorescence; normalized: DMSO 0%, oxytocin 100%; hit rate 0.32% among 320,000; P30559; activation, % at 3 µM;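 active = activation above the mean of all tested compounds plus 3 SD, cutoff set per screening run, cut at about 20% in these data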;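 also: peak over basal fluorescence ratio from a 100 s FLIPR kinetic read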
# MEKK2 WT-MEK5: raises or lowers MEK5 binding to wildtype human MEKK2 PB1 domain. Q9Y2U5. bead flow cytometry, Alexa488-MEK5 binding to MEKK2 WT; actives lie on both sides. binding response (% of control), % at 10 µM. hit rate 1.1% among 290,000. AID 1531; in the data active = binding response below about 67% or above about 130%
# NALP1 yeast inh: inhibitors of NALP1 inflammasome in yeast; inhibition, % at 10 µM; hit rate 0.61% among 280,000; S. cerevisiae NALP1/ASC/caspase-1 growth, X-gal OD620, 72 h; in the data active = inhibition mostly above about 24%, no sharp cut-off; inactive = mostly below about 32%; also: some compounds called inactive have numbers as strong as hits
# DNA FID counter: counter-screen for HCV NS3 helicase inhibitors: DNA intercalator displacement. hit rate 0.17% among 290,000. inhibition, % at 7.9 µM. DNA fluorescent intercalator displacement, fluorescence; in the data active = inhibition above about 37%;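 also: 0% = vehicle and 100% = reference compound; higher means more ethidium bromide displaced from hairpin DNA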
# GPR7 antagonist: human neuropeptides B/W receptor 1 antagonism; GPR7-expressing cells, fluorescence antagonist assay; inhibition, % at 4.4 µM; hit rate 1.1% among 290,000; AID 1861; in the data active = inhibition above about 16%, passing the limit was not always enough;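 also: cells stimulated with the agonist NPW; 0% = agonist with vehicle and 100% = vehicle without agonist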
# Target sequence (P48145 whole entry, looked up): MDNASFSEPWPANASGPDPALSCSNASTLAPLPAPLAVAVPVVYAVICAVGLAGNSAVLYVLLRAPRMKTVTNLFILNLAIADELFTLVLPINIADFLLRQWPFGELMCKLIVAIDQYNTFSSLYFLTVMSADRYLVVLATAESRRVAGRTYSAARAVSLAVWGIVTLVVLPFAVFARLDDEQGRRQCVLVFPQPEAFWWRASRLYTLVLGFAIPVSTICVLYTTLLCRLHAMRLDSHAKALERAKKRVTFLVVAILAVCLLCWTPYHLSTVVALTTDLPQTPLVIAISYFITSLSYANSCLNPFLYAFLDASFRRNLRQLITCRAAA
# MEKK3 PB1 HTS: MEKK3-MEK5 PB1 interaction, increase or decrease; Q99759; bead-based flow cytometry, Alexa488-MEK5 binding to MEKK3; actives lie on both sides; 0 = blocked by unlabeled MEK5, 100 = vehicle; hit rate 1.4% among 290,000; binding response (% of control), % at 10 µM; AID 1529;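 active = binding response more than 3 SD above or below the average of its plate-row segment, actives on both sides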;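 also: Alexa488 bead fluorescence after subtracting the streptavidin-only scavenger bead signal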
# Target sequence (Q99759 whole entry, looked up): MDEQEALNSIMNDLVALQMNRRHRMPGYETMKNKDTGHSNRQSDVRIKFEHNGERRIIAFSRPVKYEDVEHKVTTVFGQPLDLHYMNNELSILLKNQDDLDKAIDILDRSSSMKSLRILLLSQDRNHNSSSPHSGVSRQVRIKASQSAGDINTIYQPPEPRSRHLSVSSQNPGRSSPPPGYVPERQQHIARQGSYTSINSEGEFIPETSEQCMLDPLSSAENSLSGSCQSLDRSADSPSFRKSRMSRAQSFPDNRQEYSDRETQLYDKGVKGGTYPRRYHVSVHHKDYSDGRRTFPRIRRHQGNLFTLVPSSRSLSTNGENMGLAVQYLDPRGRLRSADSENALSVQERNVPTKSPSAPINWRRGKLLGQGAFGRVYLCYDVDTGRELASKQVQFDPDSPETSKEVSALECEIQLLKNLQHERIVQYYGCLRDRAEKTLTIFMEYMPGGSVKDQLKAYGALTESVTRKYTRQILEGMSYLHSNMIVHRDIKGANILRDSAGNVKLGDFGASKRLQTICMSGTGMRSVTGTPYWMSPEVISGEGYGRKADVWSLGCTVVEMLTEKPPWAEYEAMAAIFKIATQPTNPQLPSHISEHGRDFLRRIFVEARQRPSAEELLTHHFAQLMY
# The depositor's hits bear a star; · = not tested or not shown; [ ] = another dose, or the depositor's remark. Rows were taken by chance, and some 6.2% of all compounds hit somewhere here.
SMILES,MEKK2mut PB1 HTS,PHOSPHO1 block,PfM18AAP inh,OXTR agonist,MEKK2 WT-MEK5,NALP1 yeast inh,DNA FID counter,GPR7 antagonist,MEKK3 PB1 HTS
Cc1nn(C)c(C)c1C(C)NC(=O)c1ccc(OC2CCN(Cc3ccccn3)CC2)cc1 (stereo unspecified),-2,18,-2,0.2,96,15,1,-2,100
COc1ccc(C(=O)N2CCC(C(=O)N3CCN(c4ccc(OC)cc4)CC3)CC2)cc1,0,13,-7,1.2,102,6,-39,-6,101
COc1cc(N2CCCC2)c(OC)cc1/C=C(/C#N)c1ccc(F)cc1,39,-1,-1,1.9,53*[inhibitor],12,1,6,99
Cc1ccc(N2C(=O)C3Sc4[nH]c(=O)sc4C(c4ccccc4)C3C2=O)cc1 (stereo unspecified),14,29,24,4.2,96,0,-14,-11,100
O=C(OC(C(=O)NC1CCCC1)c1ccncc1)C1=Cc2ccccc2OC1 (stereo unspecified),2,18,5,-2.8,101,2,-11,-1,103
O=C(O)c1ccc(Cl)c(S(=O)(=O)Nc2ccccc2C(=O)Nc2ccc(Cl)cc2)c1,-1,8,-6,-0.1,100,8,1,-16,101
Nc1nc2n(n1)C(c1ccco1)CC(c1ccc(Cl)cc1Cl)N2 (stereo unspecified),-4,-3,0,0.6,86,32,-16,2,84
COCc1nnc(NC(=O)c2ccc(S(=O)(=O)N(C)c3ccccc3)cc2)o1,-5,-10,-5,0.8,97,27,-28,1,91
CCN(c1ccc(C)cc1C)S(=O)(=O)c1nnc(NC(=O)c2ccco2)s1,3,40,4,1.6,104,9,-26,-14,105
Cn1nnc(C(O)CN2CCOCC2)n1 (stereo unspecified),0,-8,3,0.9,99,-13,-1,-5,104
COc1ccc(S(=O)(=O)N2CCN(C(=O)c3cccc(Cl)c3)CC2)cc1,3,-13,-10,5.3,106,5,-26,-1,100
O=CN1CCN(C(=O)c2cccc([N+](=O)[O-])c2)CC1,-1,13,4,0.9,102,9,-4,20,101
Cc1ccc(CSCC(=O)NCCc2ccccc2)cc1,0,7,4,0.0,102,-3,-22,-14,101
O=C(NC1CCCCC1)C(c1ccc(F)cc1)N(Cc1ccco1)C(=O)c1ccccn1 (stereo unspecified),-1,-8,2,-0.9,102,-10,-15,26*,102
Cc1ccc(N2CC(C(=O)Nc3ccc(S(=O)(=O)Nc4nccs4)cc3)CC2=O)cc1C (stereo unspecified),6,36,-2,0.3,105,10,-38,-5,102
CN(CC(=O)Nc1ccc(N2CCOCC2)cc1)C(=O)CSc1ccc(Br)cc1,1,40,-7,1.9,102,15,-31,-9,98
CSC1=NCCN1C(=O)c1ccco1,3,5,-3,1.5,107,2,3,3,104
O=C(O)COc1ccccc1/C=N/NC(=O)CSc1nc2ccccc2s1,2,13,-10,2.2,101,·,-36,4,110
Nc1c(C(=O)NCC2CCCO2)c2nc3ccccc3nc2n1-c1ccccc1 (stereo unspecified),-8,14,-9,8.1,107,8,-26,16,108
O=C(NCCCN1CCCC1=O)c1ccccc1NS(=O)(=O)c1ccc(Br)cc1,-5,18,-6,0.3,93,0,-15,-2,97
S=C1NC2(CCCCC2)Nc2ccccc21,-5,-80,3,0.0,100,-5,4,-6,103
CC1CCCCC1NC(=O)CCCn1c(=S)[nH]c2ccccc2c1=O (stereo unspecified),-10,-8,4,-0.8,87,-11,-1,5,95
COC(=O)/C(=C\Nc1cccc(Cl)c1C)c1ncc(C(F)(F)F)cc1Cl,1,2,7,-0.6,99,8,-1,12,99
O=C(COc1ccccc1)N1CCN(c2ccccc2)CC1,-2,26,6,-1.1,98,21,-9,-7,93
CN1/C(=C\P(=O)(N(C)C)N(C)C)C(C)(C)c2ccccc21,2,21,5,5.9,98,8,-19,14,103

# Entries of single compounds from above. Order of screens: MEKK2mut PB1 HTS | PHOSPHO1 block | PfM18AAP inh | OXTR agonist | MEKK2 WT-MEK5 | NALP1 yeast inh | DNA FID counter | GPR7 antagonist | MEKK3 PB1 HTS
# Cc1nn(C)c(C)c1C(C)NC(=O)c1ccc(OC2CCN(Cc3ccccn3)CC2)cc1 (stereo unspecified) across the screens: -2 | 18 | -2 | 0.2 | 96 | 15 | 1 | -2 | 100
# Nc1nc2n(n1)C(c1ccco1)CC(c1ccc(Cl)cc1Cl)N2 (stereo unspecified) across the screens: -4 | -3 | 0 | 0.6 | 86 | 32 | -16 | 2 | 84
# CN(CC(=O)Nc1ccc(N2CCOCC2)cc1)C(=O)CSc1ccc(Br)cc1 across the screens: 1 | 40 | -7 | 1.9 | 102 | 15 | -31 | -9 | 98
# S=C1NC2(CCCCC2)Nc2ccccc21 across the screens: -5 | -80 | 3 | 0.0 | 100 | -5 | 4 | -6 | 103
# Cn1nnc(C(O)CN2CCOCC2)n1 (stereo unspecified) across the screens: 0 | -8 | 3 | 0.9 | 99 | -13 | -1 | -5 | 104

# New compounds follow:
SMILES,MEKK2mut PB1 HTS,PHOSPHO1 block,PfM18AAP inh,OXTR agonist,MEKK2 WT-MEK5,NALP1 yeast inh,DNA FID counter,GPR7 antagonist,MEKK3 PB1 HTS
COC(=O)c1cccc(NC(=O)CN2CCc3ccccc3C2)c1,6,25,-3,-0.8,103,10,-4,-1,99
Cc1cccc(C(=O)Nc2scc(CC(C)C)c2C(=O)O)c1,1,0,2,-1.0,103,14,-19,-5,100
CC(=O)c1ccc(S(=O)(=O)N2CCN(c3nc4c(C)c(C)ccc4cc3C#N)CC2)cc1,1,·,-4,-1.3,97,·,-3,-10,98
CCOC(=O)c1sc(=NC(=O)c2ccco2)n(C)c1C,-10,-2,3,-2.2,86,-3,-1,-14,97
CC(Nc1ccc(F)cc1F)C(=O)NC(=O)NC1CCCCC1 (stereo unspecified),-1,-14,7,-2.0,96,-11,-9,-1,103
O=c1c(-c2ccccc2)n[nH]c2ccccc12,9,3,13,-0.2,114,-8,2,-3,110
Cc1ccc(S(=O)(=O)n2ccc3c(OCCOCCSCC(NC(=O)OC(C)(C)C)C(=O)O)cccc32)cc1 (stereo unspecified),1,·,-7,-1.1,100,-12,-13,12,104
COc1ccc(CCNC(=O)c2sc(=S)n(C)c2N)cc1,3,19,-3,-1.2,104,24,-2,-4,104
CC(=O)Nc1cc(C(=O)N(C)Cc2ccco2)ccc1Sc1ccc(Cl)cc1,1,-1,0,1.1,108,23,-33,-3,142*
COc1ccccc1C(c1nnnn1CCc1ccccc1)N1CCCCCC1 (stereo unspecified),2,-45,7,-1.8,113,-5,-15,19,109
Brc1ccc(-c2nnc(-c3ccccc3)o2)o1,1,-10,-1,-1.7,99,12,-5,4,114
Cc1nnsc1C(=O)Nc1cccc(Cl)c1,-4,-17,-1,-0.3,97,9,-3,0,97
CCN(CC)S(=O)(=O)c1ccc2c(c1)c(=O)c(C(=O)NCCc1ccc(OC)c(OC)c1)cn2C,-2,36,-1,·,103,12,-23,-20,98
CCOC(=O)N/N=C/c1cccc(Cl)c1Cl,-1,8,1,-2.3,94,12,-4,7,95
COc1ccc(C(=O)N/N=C/c2cccnc2)cc1,6,23,-9,0.0,101,11,-9,-1,101
O=C(CN1CCc2ccccc2C1)Nc1ccc(Br)cc1,-2,5,-13,-2.1,98,-3,-4,-4,101
Cc1c(C(=O)N2CCCCC2)c(S(=O)(=O)NCc2ccccc2Cl)c(C)n1C,5,32,0,-0.6,104,1,-39,1,101
CCOc1ccc(NC(=O)CCC(=O)N/N=C/c2ccc([N+](=O)[O-])s2)cc1,-2,-4,-3,-1.1,101,21,6,-17,101
Cc1ccc(O)c(N=Cc2sc3ccccc3c2Cl)c1,2,10,22,0.3,100,21,-4,-5,101
CC(C)SC1=NC(C)(C)C=C(/C=C/c2ccc(Cl)cc2Cl)N1,11,22,3,-1.3,112,-5,-6,1,107
COCCCn1c(SCC(N)=O)nnc1-c1ccccc1,-2,7,-21,1.6,95,13,-5,-12,90
O=C(NCCSc1ccccn1)c1ccc(Cl)cc1,0,7,-2,-2.4,91,-10,-13,2,98
Cc1ccc(C)c(OCCCCN2CCCCC2)c1,10,·,-4,0.5,113,·,7,6,106
N#Cc1ccc(C23CC4(C2)[C@H](CN(Cc2ccc(-c5ccccc5)cc2)[C@@H]4c2ccccc2)C3c2ccccc2)cc1 (stereo partly specified),5,31,·,0.0,107,·,·,·,106
O=C(NCc1cccnc1)c1c(F)c(F)c(F)c(F)c1F,5,11,-4,0.0,108,4,-5,-3,109

# Following part.
SMILES,MEKK2mut PB1 HTS,PHOSPHO1 block,PfM18AAP inh,OXTR agonist,MEKK2 WT-MEK5,NALP1 yeast inh,DNA FID counter,GPR7 antagonist,MEKK3 PB1 HTS
O=C(NC(=O)N1CCCc2ccccc21)c1ccccc1,-6,42,3,0.9,93,38,6,-14,99
CCc1ccc(N(CC(=O)Nc2nc3ccc(C)cc3s2)S(=O)(=O)c2c(C)noc2C)cc1,4,-1,5,1.4,120,-2,-2,-13,107
COc1ccccc1NS(=O)(=O)c1cccc(C(=O)N/N=C/c2cn(-c3ccccc3)nc2-c2ccccc2)c1,0,-5,7,1.1,101,29,-6,-13,102
CC(=O)c1ccc(NC(=O)CN2CCC(C(=O)c3ccc4c(c3)OCCO4)CC2)cc1,2,28,2,2.6,105,7,-6,5,101
C/C(=N\NC(=S)NCCc1ccccc1)c1cccc(Br)c1,-3,34,3,0.2,98,17,-5,-16,97
Cc1cc(C)nc(NC(=NCCc2c[nH]c3ccccc23)NC(=O)Nc2ccc(Cl)cc2)n1,1,-44,-1,0.5,111,25,-8,-3,59*[inhibitor]
CC(CC(=O)N(C)C1CCCCC1)S(=O)(=O)c1ccc2c(c1)NC(=O)CO2 (stereo unspecified),7,30,-1,1.8,101,0,-34,2,100
O=S(=O)(c1ccc(F)cc1)N1CCCNCC1,4,33,-3,0.8,107,14,-3,-13,103
CCC1=NN(C(=O)C(=O)Nc2ccccc2OC)C(O)(C(F)(F)F)C1 (stereo unspecified),0,-90,0,-0.4,103,0,-5,6,99
COC(C[C@H]1O[C@@H]1[C@H](O)COCc1ccccc1)OC,8,18,·,1.4,99,·,·,·,113
Cc1[nH]nc(N=CC2=C(O)CC(C)(C)CC2=O)c1-c1ccccc1,0,0,5,0.0,101,41,-2,-12,101
CC1=C(C(N)=O)C(c2ccc(F)cc2)n2nc(CCCO)nc2N1 (stereo unspecified),1,46,-5,1.6,107,8,-1,-8,101
CC(=O)Nc1ccc(Cc2ccncc2)cc1,-2,-24,-15,-0.5,100,23,10,-6,101
CCC1(C)OCC(Cn2c3ccccc3c3ccccc32)O1 (stereo unspecified),-3,3,2,-0.1,104,-1,-5,-2,116
CCOCCCNCc1cccc(OC)c1,0,-7,7,0.3,101,28,0,-15,99
O=[N+]([O-])c1ccc(NNS(=O)(=O)c2cc(Cl)ccc2Cl)nc1,-1,31,55*,·,97,4,7,-1,99
Cc1nn(CCC(=O)NNC(=S)Nc2ccc(F)cc2)c(C)c1[N+](=O)[O-],4,-21,12,-0.5,104,-3,-3,-12,94
CS(=O)(=O)NN1C(=O)c2ccccc2NC1c1cc2ccccc2nc1Cl (stereo unspecified),0,-7,-4,-0.2,108,·,-6,-4,132*
CCCCOc1ccc(CNC(=O)NS(=O)(=O)c2ccc(OCC)cc2)cc1,0,1,0,-2.0,103,-1,-5,-3,107
CCCCCn1c(SCC(=O)CC(=O)OCC)nc2cc(C(=O)N3CCC(C(N)=O)CC3)ccc2c1=O,4,-10,6,-1.1,100,5,-38,-16,104
COc1ccc(C2=NN(C(C#N)c3ccc(OC)c(OC)c3)C(c3ccccc3)C2)cc1 (stereo unspecified),1,9,-3,-1.8,92,-9,-6,1,105
O=C(C1CCN(S(=O)(=O)c2ccccc2)CC1)N1CCN(Cc2ccccc2)CC1,2,47,-1,·,101,6,-35,-13,102
C=CCN1C=C2C(=O)C(C)(OC(=O)c3cnc4ccccc4n3)C(=O)C=C2C=C1/C=C/COC (stereo unspecified),-3,·,·,0.0,87,·,·,·,79
CCCNC(=O)c1cc(-c2ccco2)on1,5,11,-1,-0.5,106,-72,-2,-9,110
